Source: PubChem (several laboratories)
CYP2C19 activ: activators of human cytochrome P450 2C19; P33261; recombinant CYP2C19, luciferin-H EGE luminescence; active compounds read high; 0 = fully inhibited enzyme, 1 = untreated enzyme; activation factor at 5 µM; 96,000 tested, under 10 active;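 active = activation factor of at least 2 at 5 µM in the primary screen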;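 note: 0 = wells with 2.5 mM tranylcypromine and 1 = vehicle-only wells; values of inactives mirror those of a sister screen read the other way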
Target sequence (P33261 whole entry, looked up): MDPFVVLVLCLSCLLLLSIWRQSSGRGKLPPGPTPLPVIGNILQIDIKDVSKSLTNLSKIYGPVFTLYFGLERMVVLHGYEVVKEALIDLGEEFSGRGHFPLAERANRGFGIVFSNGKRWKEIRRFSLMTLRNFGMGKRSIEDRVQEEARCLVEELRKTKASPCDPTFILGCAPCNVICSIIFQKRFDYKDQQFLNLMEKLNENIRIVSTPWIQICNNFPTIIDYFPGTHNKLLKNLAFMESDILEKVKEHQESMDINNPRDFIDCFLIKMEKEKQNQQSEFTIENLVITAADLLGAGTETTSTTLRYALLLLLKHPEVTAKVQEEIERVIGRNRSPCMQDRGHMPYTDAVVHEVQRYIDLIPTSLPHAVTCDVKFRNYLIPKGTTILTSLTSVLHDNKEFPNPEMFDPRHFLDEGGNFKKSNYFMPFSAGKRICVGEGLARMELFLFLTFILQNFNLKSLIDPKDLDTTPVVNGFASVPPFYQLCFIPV
Lung fibro prol: blocks proliferation of human lung fibroblasts; viability, % at 10 µM; LL 47 human lung fibroblast viability, ATP luminescence; active compounds read low; 85,000 compounds, 1.1% hits;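 active = viability at or below 50% in the single dose screen; inactive = viability above 50%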;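 note: compound exposure lasted 72 h before the ATP readout; 100% = median luminescence of untreated cell-only wells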
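Test system: LL 47 human lung fibroblasts / Quantity: 1,150 cells in each well / Medium: IMEM growth medium with 15% fetal bovine serum / Incubation: 72 h compound exposure at 37 °C after overnight plating / Detection: CellTiter-Glo luminescence measuring cellular ATP / Read-out: % viability versus median cells-only luminescence / Benchmarks: cell-only wells, no compound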
H69AR inhibit: growth inhibitors of human H69AR lung tumor cells; 85,000 compounds, 6% hits; H69AR lung tumor viability, ATP luminescence, 72 h; active compounds read low; viability, % at 10 µM; AID 598;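 active = viability at or below 40%; inactive = viability above 40%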;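 note: multidrug resistant small cell line overexpressing MRP-1 efflux transporter; 100% = mean luminescence of untreated control wells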
HUVEC prolif 384: human endothelial cell proliferation inhibition; HUVEC proliferation, CellTiter-Glo luminescence, 72 h; active compounds read low; viability, % at 10 µM (by protocol); 86,000 compounds, 1.1% hits; AID 648;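 active = viability at or below 30%; inactive = viability above 30%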;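 note: 100% = median luminescence of DMSO-only cell control wells on each plate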
CYP2C19 inhib: blocks human cytochrome P450 2C19; CYP2C19 Supersomes, luciferin-H EGE luminescence, 30 min; inhibition, % at 5 µM; 96,000 compounds, 21% hits;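 active = CYP2C19 inhibition above a set limit at 5 µM in the primary screen, cut at about 50% in these data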;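 note: plate controls were negative control wells for no effect and 2.5 mM tranylcypromine positive control for full effect; values of inactives mirror those of a sister screen read the other way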
ERa SRC1 pot: enhances coactivator binding to human estrogen receptor alpha; P03372; TR-FRET ERalpha-LBD/SRC-Cy5 coactivator binding, 2 h; 100 = basal binding, no effect; coactivator binding (% of control), % at 25.6 µM; 86,000 compounds, 1.3% hits; AID 639; in the data active = activity above about 200%;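 note: binding measured in presence of low estradiol as agonist stimulus; 0% = peptide alone without receptor and 100% = receptor with peptide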
CD11b adhes enh: CD11b/CD18-fibrinogen binding enhancement; 93,000 compounds, 0.07% hits; activation, % at 10 µM; P05107+P11215; K562 CD11b/CD18 adhesion to fibrinogen, ATPlite luminescence;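 active = 10 µM primary screen giving 50% or more activity, confirmed by 40% or more on retest at that dose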; note: strong numbers were not always called active; reference of the scale not given here
ERa coact inh: ER-alpha (human) coactivator binding inhibition. P03372. 86,000 compounds, 1.7% hits. TR-FRET ER-alpha LBD / SRC-1 peptide, estradiol-bound. inhibition, % at 25.6 µM; in the data active = inhibition above about 50%;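 note: 0% = receptor plus peptide control and 100% = peptide only without receptor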
CD11b adhes inh: inhibitors of human CD11b/CD18 binding to fibrinogen; P05107+P11215; K562 CD11b/CD18 adhesion to fibrinogen, ATPlite luminescence; Mn2+ added to activate the integrin; inhibition, % at 10 µM; 93,000 compounds, 0.54% hits; AID 1497;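 active = primary inhibition of 50% or more at 10 µM, then 40% or more on retest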; note: some results filed as inactive read as strong as hits
Active calls of the source: *; . = no result given; [ ] = another dose, or the depositor's remark.

entry	Structure	CYP2C19 activ	Lung fibro prol	H69AR inhibit	HUVEC prolif 384	CYP2C19 inhib	ERa SRC1 pot	CD11b adhes enh	ERa coact inh	CD11b adhes inh
1	CC(C)c1ccc(N(CC(=O)O)S(=O)(=O)c2cccnc2)cc1	1.1	96	110	106	-10	91[fluorescence artefact?]	2	-2	-11
2	COC(=O)c1ccccc1NC(=O)C1CC(=O)N(c2ccccc2)C1 (stereo not drawn)	0.8	103	97	104	19	100	1	5	-1
3	C=CCc1ccccc1OCCn1ccnc1	0.1	93	90	101	92*	118	-3	-7	-4
4	Cn1c(=O)c2c(nc(NCc3ccc4c(c3)OCO4)n2C)n(C)c1=O	1	106	89	91	-2	84	0	3	-28
5	CC(Oc1ccccc1Cl)C(=O)/C=C/N(C)C (stereo not drawn)	1	.	.	.	4	.	1	.	-1
6	CCCCNC(=O)c1nc2ncc(Br)cn2n1	0.9	107	82	97	7	107	-2	2	3
7	C=CCn1c(C2CC(=O)N(c3ccc(C)cc3)C2)nc2ccccc21 (stereo not drawn)	0.2	91	96	87	77*	113	-3	0[fluorescence artefact?]	-11
8	O=C(NCCCN1CCCCC1)C1CCC(=O)N1CCc1ccccc1 (stereo not drawn)	0.9	91	91	96	13	105	.	7	.
9	CC(N=Cc1nc(-c2ccccc2)oc1O)c1ccccc1 (stereo not drawn)	0.3	111	94	99	72*	101	0	2	-2
10	CC1/C(=N/O)C(CN(C)C)C2CC1C2(C)C (stereo not drawn)	0.9	102	84	104	14	120	4	-3	-17

The last 7 entries of the part before are carried over, then new ones follow:
entry	Structure	CYP2C19 activ	Lung fibro prol	H69AR inhibit	HUVEC prolif 384	CYP2C19 inhib	ERa SRC1 pot	CD11b adhes enh	ERa coact inh	CD11b adhes inh
4	Cn1c(=O)c2c(nc(NCc3ccc4c(c3)OCO4)n2C)n(C)c1=O	1	106	89	91	-2	84	0	3	-28
5	CC(Oc1ccccc1Cl)C(=O)/C=C/N(C)C (stereo not drawn)	1	.	.	.	4	.	1	.	-1
6	CCCCNC(=O)c1nc2ncc(Br)cn2n1	0.9	107	82	97	7	107	-2	2	3
7	C=CCn1c(C2CC(=O)N(c3ccc(C)cc3)C2)nc2ccccc21 (stereo not drawn)	0.2	91	96	87	77*	113	-3	0[fluorescence artefact?]	-11
8	O=C(NCCCN1CCCCC1)C1CCC(=O)N1CCc1ccccc1 (stereo not drawn)	0.9	91	91	96	13	105	.	7	.
9	CC(N=Cc1nc(-c2ccccc2)oc1O)c1ccccc1 (stereo not drawn)	0.3	111	94	99	72*	101	0	2	-2
10	CC1/C(=N/O)C(CN(C)C)C2CC1C2(C)C (stereo not drawn)	0.9	102	84	104	14	120	4	-3	-17
11	COC(=O)C1=NN(C(=O)c2ccccc2)C(C)(O)C1 (stereo not drawn)	1	94	97	86	-4	99	-3	6	-7
12	Cc1cc(C(=O)NC2CCCc3ccccc32)c(C)o1 (stereo not drawn)	0.7	.	.	.	30	.	-2	.	5
13	Cc1cc(NC(=O)COC(=O)c2ccc(F)c(S(=O)(=O)N3CCOCC3)c2)no1	0.9	98	.	95	8	122	0	6	-15
14	OC(COc1ccccc1)CN1C2=NCCCN2c2ccccc21 (stereo not drawn)	1.1	111	90	101	-9	101[fluorescence artefact?]	-1	-6	-8
15	CC(C)OC(=O)c1c(NC(=O)c2cnn3c2NC(c2ccccc2)CC3C(F)F)sc2c1CCCC2 (stereo not drawn)	1	.	.	.	-2	.	20	.	-11
16	CCOC(=O)C1=C(CC)Nc2ccccc2N=C1NC(=O)c1cc(S(=O)(=O)N(C)C)ccc1Cl	1	99	45	93	-2	137	0	-5	13
17	CC(Sc1ccc(Cl)cc1)C(=O)NCC1CCCO1 (stereo not drawn)	0.8	97	98	97	21	84	-3	1	-12
18	C/C(=N\NC(=O)CSc1nc2nc(C)cc(C)n2n1)c1ccccc1	1	.	.	.	-3	.	-3	.	2
19	Cc1cccc(OCCCC(=O)Nc2ccc(N3CCOCC3)cc2)c1	0.6	104	105	95	39	80[fluorescence artefact?]	-1	14[fluorescence artefact?]	4
20	NC(=O)NC(=O)CSc1nnc(-c2ccco2)n1Cc1ccccc1	1	94	97	99	0	105	2	-1	-7

entry	Structure	CYP2C19 activ	Lung fibro prol	H69AR inhibit	HUVEC prolif 384	CYP2C19 inhib	ERa SRC1 pot	CD11b adhes enh	ERa coact inh	CD11b adhes inh
21	Cc1cc(N2CC(=O)N(CCc3ccccc3)C(=O)C2)n2ncnc2n1	1.1	96	93	85	-7	127	-2	12	-10
22	CC(C)(C)NC(=O)c1ccc(Sc2ccccc2)c([N+](=O)[O-])c1	0.3	.	.	.	70*	.	2	.	3
23	CCOC(=O)C1CCN(CCC(=O)Nc2ccccc2Cl)CC1	.	104	76	98	.	98	.	-1	.
24	Cc1cccc(-n2c(SCC(=O)NC3CCCC3)nnc2-c2ccoc2C)c1	.	103	92	107	.	92	.	-41	.
25	CCc1ccc(OC(=O)c2ccn(CC)n2)cc1	0.8	110	95	91	22	126	2	-11[fluorescence artefact?]	17
26	O=C(CCN1CCN(c2ccccc2)CC1)Nc1ccc(Cl)cc1	.	102	91	90	.	100	.	-4	.
27	C=CCS/C(=N\n1cnc2ccccc2c1=O)N1CCCCC1	0.8	.	.	.	16	.	2	.	-8
28	Nc1c(Cl)cc(Cl)cc1C(=O)OCC(=O)NC1CC1	0.6	107	99	88	41	59	-2	40	-18
29	CCOC(=O)C(CC)(CCC(=O)O)c1csc(N)n1 (stereo not drawn)	1	96	102	100	4	98	-1	-5	11
30	O=C(C1CCC(CNS(=O)(=O)c2cccc3cccnc23)CC1)N1CCCC1 (stereo not drawn)	1.1	95	66	95	-12	98	0	12	-5

entry	Structure	CYP2C19 activ	Lung fibro prol	H69AR inhibit	HUVEC prolif 384	CYP2C19 inhib	ERa SRC1 pot	CD11b adhes enh	ERa coact inh	CD11b adhes inh
31	CC(=O)Nc1ccc(S(=O)(=O)NCC2CCC(C(=O)NCCC(C)C)CC2)cc1 (stereo not drawn)	.	95	96	103	.	117	.	-5	.
32	COC1=Cc2c(ccc3ccc(=O)oc23)OC1(C)C	1	100	80	87	1	111	-7	-7	-6
33	CCOc1ccc(N=C2SC(C(=O)O)CC(=O)N2C)cc1 (stereo not drawn)	1	101	88	91	2	118[fluorescence artefact?]	1	8[fluorescence artefact?]	-11
34	CC(=O)c1coc2ccc(OCCN3CCCCC3)cc12	1.2	98	91	91	-15	140	-3	-3	-16
35	Cc1cc2cc(C)c3nnc(SCC(=O)N4CCCc5ccccc54)n3c2cc1C	1	.	.	.	0	.	5	.	2
36	COc1ccc(OCCNC(=O)c2ccccc2OCC(=O)N2CCCCC2)cc1	.	92	31*	86	.	116	.	-16	.
37	CCC(=NCCc1ccccc1)C1=C(O)CCC1=O	0.7	.	104	101	28	107	4	-1	3
38	Cc1c(NC(=O)CCC(=O)N2CCOCC2)c(=O)n(-c2ccccc2)n1C	.	96	93	82	.	94	.	-12	.
39	COc1ccc(N2CCN(C(=O)CSc3nc4cc(OC)c(OC)cc4cc3C#N)CC2)cc1	0.6	79	40	74	38	101	7	51*[fluorescence artefact?]	0
40	O=C(Nc1ccccn1)C1CCN(S(=O)(=O)c2cccs2)CC1	0.6	96	85	95	38	97	-1	-4	-10

entry	Structure	CYP2C19 activ	Lung fibro prol	H69AR inhibit	HUVEC prolif 384	CYP2C19 inhib	ERa SRC1 pot	CD11b adhes enh	ERa coact inh	CD11b adhes inh
41	NS(=O)(=O)c1cc(C(=O)OCC(=O)NC2CC2)ccc1Cl	1.1	97	90	115	-13	103[fluorescence artefact?]	-1	4	-37
42	CC(=O)c1ccc(NC(=O)C2CCCN2S(=O)(=O)c2cccc3cccnc23)cc1 (stereo not drawn)	0.6	97	95	94	41	104	2	6	-4
43	CC(C)Cn1c(=O)c(C(=O)Nc2cnccn2)c(O)c2ccccc21	1.1	106	106	122	-5	106	2	-2	4
44	CC(C)Sc1nc(N2CCOCC2)c2c3c(sc2n1)COC(C)(C)C3	0.6	.	.	.	36	.	1	.	-4
45	CCC(Sc1nc(=O)cc(N)n1CCc1ccccc1)C(=O)Nc1ccccc1C#N (stereo not drawn)	0.8	101	94	104	20	108[fluorescence artefact?]	.	-4	.
46	O=S(=O)(NCc1cccnc1)c1cccc2nsnc12	1	99	94	94	-4	106	-2	4	-1
47	COc1ccc(OC)c(S(=O)(=O)Nc2ccc(O)c3ccccc23)c1	0.2	55	1.9*	2.3*	76*	69[fluorescence artefact?]	2	17	94
48	O=C(CSc1nc2ccccc2o1)Nc1ccccc1	0.4	100	93	95	63*	103	-6	-5	4
49	CC1(C)CC(=O)C=C(NCc2ccccc2)C1	0.7	.	.	.	34	.	5	.	5
50	CC1CCN(S(=O)(=O)c2cccc(C(=O)Nc3ccccn3)c2)CC1	0.9	103	94	99	6	108	4	2	-3

entry	Structure	CYP2C19 activ	Lung fibro prol	H69AR inhibit	HUVEC prolif 384	CYP2C19 inhib	ERa SRC1 pot	CD11b adhes enh	ERa coact inh	CD11b adhes inh
51	Cc1cccc(N2CC(C(=O)O)CC2=O)c1 (stereo not drawn)	1	103	89	103	3	100	-1	6	-10
52	CC(c1ccccc1)C1C(C#N)=C(N)SC(N)=C1C#N (stereo not drawn)	0.1	101	91	68	93*	74	-7	-12	4
53	CC(C)(C)Nc1cccccc1=O	1	101	96	102	2	102	-9	-4	2
54	CCN(CC)C(=O)c1cc2cc([N+](=O)[O-])ccc2s1	0.6	.	.	.	41	.	5	.	10
55	CCN(C#N)c1nc(NC(C)C)nc(NC(C)C)n1	0.7	90	103	100	33	89	-2	-6	-23
56	COc1ccccc1N1CCN(CCC(=O)Nc2ccc3c(c2)OCO3)CC1	0.5	106	77	95	54*	98	-2	-2	3
